Screening results (PubChem)
aSyn 5UTR inh – MLPCN primary screen, SNCA 5' untranslated region; inhibition, % (tested at 7.5 µM); 300,000 compounds, 0.82% hits; alpha-synuclein 5'UTR reporter, inhibitor activity; in the data active = inhibition above about 60%; inconclusive = no clear call, values can overlap the other calls;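 note: H4 neuroglioblastoma cells stably carrying SNCA 5'UTR luciferase fusion; 0% = DMSO wells and 100% = positive control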
HSF-1 act – increases HSF-1 driven luciferase reporter signal. NIH3T3-HGL HSF-1 luciferase reporter, MG132, 8 h; 100% = twice DMSO control signal. activation, % at 9 µM. 300,000 compounds, 1.7% hits;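 active = mean replicate activation of at least 50% with a set share of replicates each reaching 50%; inconclusive = only one of those two conditions met; inactive = mean below 50% and too few replicates reaching it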;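 note: 0% = median of the neutral control wells and 100% = twice that signal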
HIF activator – HIF pathway transcriptional activation | U2OS HRE-luciferase reporter, luminescence; normalized: DMSO 0%, desferrioxamine 100% | activation, % at 7.5 µM (by protocol) | 300,000 compounds, 0.32% hits | AID 1910;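 active = mean activation of at least 10% of the iron chelator positive control signal, with at least half of replicates also reaching 10%; inconclusive = mean and replicate majority disagree about reaching 10%; inactive = mean and most replicates under 10%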
GSK3B inh – human GSK3beta kinase inhibition. activity score (negative = inhibition), % at 10 µM. GST-GSK3beta kinase, ADP-Glo luminescence, 60 min; active compounds read low. 300,000 compounds, 0.038% hits;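 active = more than half of replicate wells score below -50%, meaning over 50% inhibition versus plate controls; inconclusive = some replicates but at most half score below -50%; inactive = no replicate scores below -50%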;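 note: 0% = median DMSO wells and -100% = median GW8510 positive control wells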
Target sequence (P49841 whole entry, looked up): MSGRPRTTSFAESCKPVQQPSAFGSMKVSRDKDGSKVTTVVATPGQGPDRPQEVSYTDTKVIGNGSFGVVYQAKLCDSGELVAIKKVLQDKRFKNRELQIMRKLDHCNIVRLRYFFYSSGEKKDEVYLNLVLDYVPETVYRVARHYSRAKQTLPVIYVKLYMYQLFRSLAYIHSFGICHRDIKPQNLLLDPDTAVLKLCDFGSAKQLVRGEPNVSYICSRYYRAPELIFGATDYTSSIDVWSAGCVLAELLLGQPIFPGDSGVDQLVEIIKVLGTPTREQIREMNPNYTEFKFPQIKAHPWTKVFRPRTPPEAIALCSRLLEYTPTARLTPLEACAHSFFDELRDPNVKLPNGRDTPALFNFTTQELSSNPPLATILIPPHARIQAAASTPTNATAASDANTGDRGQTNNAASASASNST
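test system = GST-tagged human GSK3beta kinase, cell-free | reagent = 25 µM ATP with peptide substrate | dosing = one dose of 10 µM per compound | schedule = 60 min reaction, RT | detection = luminescent ADP-Glo measurement of ADP formed | control set = DMSO neutral wells and GW8510 at 20 µM as positive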
HSP90 refold inh – blocks HSP90-mediated luciferase refolding in reticulocyte lysate. inhibition, % at 5.6 µM. Rabbit reticulocyte lysate, luciferase refolding luminescence, 3 h. AID 1789. 290,000 compounds, 0.91% hits;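 active = inhibition above the screen-wide mean plus 3 SD, computed separately per campaign, cut at about 16% in these data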;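 note: 0% = DMSO wells and 100% = 60 µM geldanamycin wells; inhibitors lower the luminescence because luciferase stays unfolded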
IEC-6 cytotox – IEC-6 cytotoxicity, counter-screen for KLF5 inhibitors; luminescence viability; inhibition, % at 5 µM; 290,000 compounds, 0.78% hits; AID 1825; in the data active = inhibition above about 22%;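 note: 0% = plate median of test compound wells and 100% = cytotoxic reference compound wells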
KLF5 inhibitor – inhibitors of KLF5 expression | DLD-1 KLF5 promoter-luciferase reporter, luminescence | inhibition, % at 5 µM | 290,000 compounds, 0.23% hits | AID 1700;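 active = inhibition above a per-plate limit of that plate's mean compound inhibition plus 3 SD, cut at about 60% in these data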;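 note: 0% = DMSO wells and 100% = LY294002 at 200 µM; higher means less KLF5 promoter-driven luciferase light; inactives centre near -14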
AI-2 QS mod – modulators of Vibrio harveyi AI-2 quorum sensing system | 300,000 compounds, 0.4% hits | activity change, % at 7.5 µM | Vibrio harveyi JMH597 AI-2 luminescence/OD600 ratio, 9 h; active compounds read low; strain lacks LuxN and CqsS sensors; 0 = neutral-control median; in the data active = activity change below about -75%, passing the limit was not always enough; inconclusive = no clear call, values can overlap the other calls;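 note: luminescence divided by OD600 gain over 9 h not by final OD600 alone; inactives centre near 13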
HSF1 inhib – HSF1 inhibition. AID 2098. activity change, negative = inhibition, % at 7.5 µM (by protocol). 300,000 compounds, 0.77% hits. NIH3T3-HGL HSE-luciferase, MG132-induced, luminescence 8 h; active compounds read low;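 active = more than half of replicate wells show activity change below -50%, luminescence cut by over half; inconclusive = some wells, but at most half, below -50%; inactive = no replicate well below -50%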;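 note: luciferase reports HSF-1 transcriptional activity via heat shock element; 0% = median of DMSO wells and -100% = zero luminescence signal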
GSK3 alpha inh – inhibitors of human GSK-3 alpha kinase | ADP-Glo luminescence, 60 min | inhibition, % at 10 µM | 320,000 compounds, 0.1% hits | AID 2650;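 in the data active = inhibition above about 50%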;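 note: GST-tagged GSK-3 alpha with peptide substrate and 25 µM ATP; 0% = DMSO neutral wells and 100% = GW8510 positive control wells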
Target sequence (P49840 whole entry, looked up): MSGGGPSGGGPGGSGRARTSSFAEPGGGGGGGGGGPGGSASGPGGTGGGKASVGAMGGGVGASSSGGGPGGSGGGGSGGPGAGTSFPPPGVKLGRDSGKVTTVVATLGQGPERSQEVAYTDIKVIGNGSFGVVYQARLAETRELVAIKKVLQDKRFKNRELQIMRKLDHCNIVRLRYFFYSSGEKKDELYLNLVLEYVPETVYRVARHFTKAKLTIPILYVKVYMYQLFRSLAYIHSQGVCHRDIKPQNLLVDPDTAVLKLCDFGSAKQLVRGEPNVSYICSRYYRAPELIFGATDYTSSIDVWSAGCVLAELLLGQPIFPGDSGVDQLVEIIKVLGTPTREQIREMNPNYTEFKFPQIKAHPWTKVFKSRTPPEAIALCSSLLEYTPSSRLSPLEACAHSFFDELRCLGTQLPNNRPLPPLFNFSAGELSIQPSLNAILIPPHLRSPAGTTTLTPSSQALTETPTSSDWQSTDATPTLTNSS
Active calls of the source: *; ? = inconclusive; · = no result given.

no.	SMILES	KLF5 inhibitor	HSP90 refold inh	HIF activator	IEC-6 cytotox	HSF-1 act	HSF1 inhib	GSK3 alpha inh	aSyn 5UTR inh	GSK3B inh	AI-2 QS mod
1	O=C1C2CCCN2c2ccc(S(=O)(=O)N3CCOCC3)cc2N1Cc1cccc(C(F)(F)F)c1 (centres undefined)	-22	-1	-0.4	-5	-88	-85*	-10	-9	1	-2
2	CN(C)c1ccc(/C=N/NC(=O)CN2CCCCC2)cc1Br	-12	-1	-0.4	1	-4	-2	-3	5	0	21
3	Cc1cc(N2CCN(c3ccccc3)CC2)n2c(n1)nc1ccccc12	9	6	0.2	-11	17	4	56*	-2	-1	27
4	CCc1ccc(Nc2nnc(SCC(=O)Nc3sccc3C(N)=O)s2)cc1	-33	-2	1.3	1	41	5	0	-86	1	11
5	O=C(Cc1c2ccccc2nc2ccccc12)c1ccccc1	-25	0	-0.3	2	6	5	2	-24	-1	23
6	OCc1ccc(O)c2ncccc12	-7	-3	1.6	-6	-58	-54*	-4	66*	-2	8
7	OCCN1CCN(C(=S)Nc2cccc(C(F)(F)F)c2)CC1	-13	4	0.5	0	9	6	-2	6	0	7
8	O=C1C(=O)N(CCCN2CCOCC2)C(c2ccc([N+](=O)[O-])cc2)/C1=C(\O)c1ccc2c(c1)OCCO2 (centres undefined)	-1	4	-0.4	-2	-3	-2	-4	-12	1	17
9	COc1ccc(-c2oc(NC(=O)CCl)c(C#N)c2-c2ccc(OC)cc2)cc1	-18	7	4.0	0	12	-6	3	-3	5	22
10	COc1ccc(NC(=O)COc2coc(CN3CCc4ccccc4C3)cc2=O)cc1	·	·	0.0	·	19	3	-1	2	-1	12
11	Cc1cccc(NC(=O)C(c2ccccc2Cl)N2CCOCC2)c1 (centres undefined)	-9	-3	0.0	-3	11	4	0	-42	2	11
12	COc1ccc(OCCSc2nnc3c(Cl)cc(Cl)cn23)cc1	-10	2	0.1	-2	-4	-7	-5	-9	-4	15
13	COc1ccc2c(=O)c3c(=O)n(Cc4ccco4)c(-c4ccccc4)nc3oc2c1	28	1	-0.2	3	43	22	6	1	-2	29
14	Cc1ccccc1CNCCCSc1ncccn1	1	-2	-1.4	-4	1	2	-1	-3	-2	11
15	CNc1ccc(S(=O)(=O)NCC(=O)NCCCc2ccccc2)cc1[N+](=O)[O-]	-8	4	0.6	2	2	1	4	-6	2	8
16	COc1cc(C(=O)Sc2ccc(C)cc2)cc(OC)c1OC	-24	5	-0.2	-6	?	39	-1	-26	2	11
17	CN(C)S(=O)(=O)c1cccc(NC(=O)CCc2c[nH]c3ccccc23)c1	-9	-3	0.1	-2	-5	-1	-1	-16	1	9
18	COc1ccc(N2CCN(C(=O)c3oc4c(c3C)C(=O)CCC4)CC2)cc1	-16	0	0.1	-2	-1	-2	1	-17	-1	28
19	O=c1c2ccccc2cnn1Cc1n[nH]c(=S)n1-c1ccc(Cl)cc1Cl	-25	-1	-0.2	-2	23	-3	-5	22	2	14
20	CC(=O)c1cccc(NS(=O)(=O)c2cc(OCC(N)=O)c(C)cc2Cl)c1	-27	0	-0.2	-3	-29	-11	3	19	0	7
21	CC1(C)c2[nH]c3ccccc3c2C[C@@H]2C(=O)N(Cc3ccco3)C(=O)N21	·	·	0.1	·	-6	-3	2	8	3	4
22	Cc1cccc(NC(=O)CSc2nc(N)cc(N)n2)c1	8	-3	0.5	-2	-7	12	1	-25	-8	0
23	O=C(CC1Nc2ccccc2NC1=O)NCCc1ccccc1 (centres undefined)	-31	0	0.7	1	-14	-4	0	4	-3	35
24	Cc1cccc(-n2c(N)cc(=O)nc2SCC(=O)Nc2nnc(CC(C)C)s2)c1	-38	-2	0.3	-6	-7	-11	·	15	-1	15
25	CCOc1ccccc1NC(=O)CN(c1ccc(Cl)cc1)S(C)(=O)=O	-25	-3	-1.1	-4	3	1	-2	-8	2	13
26	CCOC(=O)C1=C(C)N(C)C(C)=C(C(=O)OCC)C1c1ccc(Cl)cc1	16	-5	0.2	-7	43	13	16	22	-2	21
27	CCOc1ccc(S(=O)(=O)N2CCN(C(=O)c3ccncc3)CC2)cc1	-4	-1	-0.6	1	25	7	2	-5	-2	31
28	Cc1cccc2c1-c1sc(C(=O)Nc3ccccc3N3CCN(C)CC3)cc1CO2	-3	-3	0.1	1	11	9	1	-40	5	23
29	O=C(c1ccc(F)cc1)C1CCN(CCn2c(=S)[nH]c3ccccc3c2=O)CC1	10	6	-0.4	-3	-14	1	2	0	0	31
30	CN1CCC(N(C)CC(C)(C)NS(=O)(=O)c2ccccc2)CC1	6	4	-0.3	-2	-23	-11	-2	-6	1	-4
31	CCC(=O)c1c[nH]c(C(=O)NCc2ccccc2OC)c1	-90	-1	1.3	4	4	-1	-4	18	2	13
32	Cc1cc(SCC(=O)Nc2ncc(Cl)cc2Cl)nc2ccccc12	-23	6	-32	7	54*	32	0	-24	3	0
33	COc1cc2c(C(=O)N3CCN(C4CCCCC4)CC3)cn(CC(C)C)c(=O)c2cc1OC	-37	3	0.8	7	15	-11	-1	9	1	17
34	O=C(O)c1ccc(NC(=O)C2C3CCC(C3)C2C(=O)O)cc1 (centres undefined)	-28	-1	0.1	-8	-11	-4	-3	-5	-2	8
35	O=C(CSc1nnnn1-c1ccccc1)Nc1ncc(Cc2ccccc2Cl)s1	-18	2	0.1	5	9	6	-3	-28	1	13
36	CCC(C)NC(=O)c1cn(C)c(=O)c2cc(OC)c(OC)cc12 (centres undefined)	-11	2	-0.1	1	-17	6	-3	-3	2	4
37	Cc1cccc(NC(=O)C2Cc3ccccc3O/C2=N\O)c1 (centres undefined)	-11	-1	2.0	-2	32	11	-3	-138	-1	14
38	COc1ccc2cc(C(=O)C3CCCN(C(=O)c4csnn4)C3)ccc2c1 (centres undefined)	-30	2	0.3	7	-5	5	-1	12	-2	14
39	Cc1ccc(C(=O)N(Nc2nc3ccccc3s2)C(=O)c2ccc(C)cc2)cc1	-11	-5	0.2	5	2	-1	-2	-35	2	8
40	CSc1nc(NNC=O)cc(Oc2ccc(NC(C)=O)cc2)n1	-31	0	-1.4	-4	-1	3	1	-5	1	42
41	COc1cc(C(=O)NCc2nnc(SCC(=O)N3CCOCC3)o2)cc(OC)c1OC	-48	3	-0.3	-8	26	-4	-1	9	4	10
42	Cc1c(C(=O)N/N=C/c2ccoc2)cccc1[N+](=O)[O-]	-21	1	-0.3	0	-9	-5	-3	-12	-24	7
43	O=C(NCc1ccccc1)C(c1ccc(F)cc1)N(C(=O)c1csnn1)c1ccccc1 (centres undefined)	7	10	0.1	4	12	4	7	-5	0	24
44	CCOc1ccc(-n2cccc2C=O)cc1	-6	3	0.5	-2	3	-4	-2	-6	2	9
45	Cn1nc(OC(=O)Nc2cccc(Cl)c2)cc1C(F)(F)F	-1	0	1.2	-5	-1	7	0	-52	-2	-13
46	O=C(NC1CCCCC1)c1ccc2snnc2c1	-1	-4	1.2	4	?	24	-1	-30	·	·
47	Oc1ccccc1-c1cc(-c2ccc(F)cc2)n[nH]1	-151	0	4.5	4	45	13	-5	-128	0	14
48	CCOC(=O)c1cnc2nc[nH]n2c1=O	1	-5	0.3	2	-12	-8	-1	-2	0	21
49	CCc1noc(C)c1C(=O)N1CCCC1	-1	-1	-0.4	4	2	4	0	17	1	-14
50	COCCn1c(NCc2ccc(C)cc2)nc2c1c(=O)[nH]c(=O)n2C	-17	0	-0.3	-7	0	-4	-4	-5	0	16
51	Cc1cc(=O)c2ccccc2[nH]1	-28	-3	0.0	-4	-9	-3	-3	-6	-2	21
52	COc1ccc(-c2nc(CSCC(=O)N3CCc4ccccc43)c(C)o2)cc1OC	-1	2	0.2	7	13	6	5	30	1	14
53	Cc1c(NC(=O)c2ccc(N(C)S(=O)(=O)c3ccccc3)cc2)c(=O)n(-c2ccccc2)n1C	-12	-1	0.3	0	10	-3	2	0	-5	19
54	Cn1c(C(=O)N2CCCC(C(=O)NCCCSC3CCCCC3)C2)cc2sccc21 (centres undefined)	4	2	-0.1	0	26	19	0	-11	0	-24
55	Cc1cc(NC(=O)CCCN2C(=O)c3cccnc3C2=O)ccc1Br	-29	1	0.7	-4	-9	-3	·	19	·	·
56	O=S(=O)(c1cnc(Cl)c(Cl)c1)N1CCc2ccccc21	-12	15	0.1	-2	31	10	-2	-30	1	15
57	O=C(Nc1ccccn1)C1(c2ccccc2)CCCC1	-13	1	0.0	5	1	1	3	15	0	17
58	CCc1cccc(C)c1N(C(=O)Cn1c(COC)nc2ccccc21)C(C)COC (centres undefined)	-35	1	-0.1	-6	0	1	-5	6	-22	7
59	CC(C)C(NC(=O)c1cccc(S(=O)(=O)N2CCOCC2)c1)C(=O)NCCc1ccccn1 (centres undefined)	-7	0	0.0	-2	6	-3	-1	6	-4	14
60	O=c1c2ccccc2sn1-c1ccccc1	-39	0	-3.5	-6	-3	-3	-1	-115	-1	28

Next records:
no.	SMILES	KLF5 inhibitor	HSP90 refold inh	HIF activator	IEC-6 cytotox	HSF-1 act	HSF1 inhib	GSK3 alpha inh	aSyn 5UTR inh	GSK3B inh	AI-2 QS mod
61	O=C(Nc1ccc2nc3n(c(=O)c2c1)CCCCC3)C(=O)N1CCN(c2ccccc2F)CC1	-16	3	0.1	6	-2	-5	0	-12	-3	3
62	CCCCOc1ccc(CN2CCC(O)CC2)cc1	-25	3	1.5	4	19	7	-2	-31	-4	16
63	Cc1cc(C(=O)NC2CCCCC2C)c2ccccc2n1 (centres undefined)	-16	-3	-0.1	1	-4	6	-3	10	1	6
64	Cc1ccccc1CNC(=O)CN(c1cccc([N+](=O)[O-])c1)S(C)(=O)=O	-22	1	-0.5	-1	20	6	0	-3	-1	23
65	COc1ccccc1-c1noc(-c2ccccc2)n1	-119	-5	2.6	-3	35	17	-1	-126	-8	5
66	COCc1nnc(NC(=O)COc2ccc3c(c2)OCO3)s1	-11	2	-0.2	1	22	5	-1	-10	·	·
67	CC(CC(C)C(=O)N1CCOCCN(C(=O)C(C)CC(C)C(=O)O)CCOCC1)C(=O)O (centres undefined)	-18	3	-0.5	3	-8	-9	-2	10	0	5
68	COc1cccc(/C=N/NC(=O)c2cc3c(OC)c(OC)ccc3[nH]2)c1OC	33	-4	1.3	55*	-8	-15	·	27	0	28
69	COc1cccc(C(=O)N2CCN(Cc3nc(CC4CC4)no3)CC2)c1	-15	13	0.1	4	-7	0	1	-22	-3	10
70	COC(=O)CCC(=O)OC1(C)C(=O)C2=CN(Cc3ccc4c(c3)OCO4)C(c3ccc(OC)cc3)=CC2=C(Br)C1=O (centres undefined)	·	·	-0.2	·	7	0	-1	-51	2	41
71	Clc1cccc(Cl)c1/C=C/c1ccn[nH]1	-59	4	4.2	27*	-15	-3	-2	-232	-5	-7
